UPR CHOP act: apoptotic UPR (CHOP) activation | CHO-CHOP luciferase reporter, luminescence; percent of tunicamycin response over DMSO baseline | activation, % at 10 µM | 0.34% of 330,000 active;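 active means at 10 µM dose, activation of 40% or more, normalized to positive control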;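 further: 100% = tunicamycin at 10 µg/mL and 0% = DMSO alone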
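Assay system: CHO cells with stable CHOP pathway luciferase reporter; Buffer or medium: F12 plus 10% serum; Times: 16-18 h cell attachment, then 6 h compound exposure, 37 °C; Signal: luciferase luminescence; Read-out basis: percent activation relative to tunicamycin control; Control set: tunicamycin high control, DMSO low control.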
APJ ag: APJ receptor agonism; P35414; CHO-K1 APJ PathHunter beta-arrestin, luminescence; 0% DMSO wells, 100% apelin; activation, % at 20 µM; 0.11% of 330,000 active; AID 2520;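 active means activation more than six SD over the plate average, tested at 20 µM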;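 further: 0% = DMSO alone and 100% = apelin-13 at 10 nM; some results filed as inactive read as strong as hits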
Target sequence (P35414 whole entry, looked up): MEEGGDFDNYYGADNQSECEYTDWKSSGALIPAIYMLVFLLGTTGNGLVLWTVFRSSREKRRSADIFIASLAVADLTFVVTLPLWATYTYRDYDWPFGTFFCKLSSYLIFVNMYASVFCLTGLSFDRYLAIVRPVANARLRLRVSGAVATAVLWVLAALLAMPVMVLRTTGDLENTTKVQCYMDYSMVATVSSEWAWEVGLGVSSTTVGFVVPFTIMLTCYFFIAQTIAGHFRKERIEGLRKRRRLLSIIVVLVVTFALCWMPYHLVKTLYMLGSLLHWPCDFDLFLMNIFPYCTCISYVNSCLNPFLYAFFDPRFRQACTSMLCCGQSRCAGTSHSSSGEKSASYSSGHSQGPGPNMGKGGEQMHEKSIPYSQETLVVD
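Material: CHO-K1 APJ beta-arrestin complementation cell line; Input: cell density 1000 per well; Incubation: compound stimulation 90 min at 25 °C, detection 60 min; Signal: luminescence from split beta-galactosidase complementation, Galacton Star/Emerald II substrate; Controls: DMSO-only wells as negative, 10 nM Apelin-13 as positive control.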
697 NFkB inh: inhibitors of the PMA/ionomycin-induced NF-kB reporter in 697 B cells | 697 B-cell NF-kB luciferase reporter, 16 h | inhibition, % at 4 µM | 0.33% of 330,000 active | AID 435022; in the data active means inhibition above about 35%
Mdm2-MdmX inh: inhibitors of human Mdm2/MdmX interaction. O15151+Q00987. SaOS-2 split-luciferase Mdm2/MdmX complementation, luminescence. inhibition, % at 8 µM. 3% of 330,000 active. AID 485346;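 active means inhibition of at least 50% at 8 µM in the primary screen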
tim23-1 inh: inhibits growth of tim23-1 mutant yeast; S. cerevisiae tim23-1 growth, BacTiter-Glo luminescence, 24 h; inhibition, % at 20 µM; 1.3% of 330,000 active; AID 463212;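 active means growth inhibition of the mutant yeast at or above 50%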;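 further: temperature-sensitive mutant grown at 25 °C; plate controls were DMSO-treated mutant yeast for no effect and medium wells lacking yeast for full effect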
UPR XBP1 act: activators of adaptive arm of unfolded protein response (XBP1); 0.33% of 330,000 active; CHO-XBP1 luciferase reporter, IRE1-XBP1 UPR activation, luminescence; percent of tunicamycin response, DMSO as zero; activation, % at 20 µM;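 active means versus positive control, 20 µM dose yields 30% or more activation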;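 further: 100% = tunicamycin at 10 µg/mL and 0% = DMSO only wells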
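Material: CHO-XBP1 cells stably carrying IRE1-XBP1-driven luciferase reporter | Medium: F12 with 10% serum | Compound dosing: 20 µM single concentration, DMSO 1% | Incubation: Overnight seeding at 37 °C, 6 h compound treatment at 37 °C | Detection: Steady-Glo luminescence read | Read-out basis: % activation of reporter signal versus tunicamycin and DMSO controls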
APJ antag: blocks the human apelin receptor APJ | P35414 | CHO-K1 APJ beta-arrestin complementation, luminescence | inhibition, % at 20 µM | 0.32% of 330,000 active | AID 2521;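 active means inhibition above about 40% at 20 µM, limit read from the data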;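 further: cells challenged with 10 nM apelin-13 agonist together with compound; plate controls were apelin-13 plus DMSO wells for no effect and DMSO wells lacking apelin-13 for full effect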
Jurkat NFkB inh: lowers PMA/ionomycin-induced NF-kB signal in Jurkat cells | 0.53% of 330,000 active | PMA/ionomycin-induced NF-kB luciferase reporter, luminescence | inhibition, % at 4 µM; in the data active means inhibition above about 50%
An asterisk follows results filed as active.

SMILES | UPR CHOP act | APJ ag | 697 NFkB inh | Mdm2-MdmX inh | tim23-1 inh | UPR XBP1 act | APJ antag | Jurkat NFkB inh
CCCc1cc2c(cc1NC(=O)c1ccccc1C)OCO2 | -2.1 | -4 | -8 | -31 | 18 | -1 | -4 | -10
CC1=NN(c2nc(-c3ccc(C)cc3)cs2)C(=O)C1N=Nc1cccc(C)c1 (stereo not drawn) | 4.5 | -2 | -53 | 29 | 10 | 2 | 21 | -36
O=C(/C=C/c1ccccc1)Nc1cc(C(=O)O)cc(C(=O)O)c1 | -1.6 | -4 | 1 | 10 | -2 | -1 | 6 | -2
Cc1ccc(S(=O)(=O)N(C)C[C@H]2Oc3c(NC(=O)Nc4cccc5ccccc45)cccc3C(=O)N([C@@H](C)CO)C[C@@H]2C)cc1 | 5.2 | -2 | 0 | 60* | 23 | 0 | 4 | 11
Cc1ccc2nc(SCC(=O)N3CCOCC3)[nH]c2c1 | 2.0 | -4 | -87 | -20 | 1 | -8 | -11 | -82
O=C(Cc1ccc(F)cc1)Nc1ccc2[nH]ncc2c1 | 0.3 | -1 | 11 | 29 | 11 | -3 | -2 | -2
COc1ccc(NC(=O)CSC2CC(=O)N(c3ccc4c(c3)OCCO4)C2=O)cc1 (stereo not drawn) | -1.1 | 5 | 2 | -17 | 29 | 0 | 5 | -6
CCOC(=O)c1ccc(NC(=O)Nc2ccc(F)cc2)cc1 | 6.5 | 3 | -29 | -6 | 3 | 3 | -7 | -44
N=c1n(CCN2CCCCC2)c2ccccc2n1CC(O)c1ccco1 (stereo not drawn) | 0.4 | -3 | -43 | 7 | 4 | -3 | 1 | -28
Cc1ccc(CSCC(=O)Nc2ccc(F)cc2)cc1 | 1.8 | -1 | 1 | 7 | 9 | -5 | 0 | -9
CCC1(c2ccccc2)NC(=O)N(CC(=O)Nc2cc(C(F)(F)F)ccc2N2CCCC2)C1=O (stereo not drawn) | 2.7 | -4 | 10 | 15 | -6 | -1 | 8 | 54*
O=C(C1COc2ccccc2O1)N1CCN(c2nc3c(F)cc(F)cc3s2)CC1 (stereo not drawn) | 0.6 | -2 | -8 | -1 | 44 | 1 | -60 | 3
Cc1ccc(NC(=S)N(C)C(c2ccccc2)c2ccccc2)cc1C | -0.2 | 0 | -3 | 59* | 17 | -8 | 6 | -19
CCC(C)(C)n1nnnc1C(c1ccc(OC)c(OC)c1)N1CCN(c2cccc(OC)c2)CC1 (stereo not drawn) | -2.2 | -1 | -1 | 10 | 19 | -1 | 10 | 5
NC(=O)CC(NC(=O)c1ccccc1)c1ccc(NC2CCC2)c([N+](=O)[O-])c1 (stereo not drawn) | 0.3 | 6 | -18 | 13 | 2 | -2 | 0 | 12
CC(C)(C)OC(=O)NCc1n[nH]c(=S)n1C1CC1 | -0.8 | -3 | -23 | -5 | -8 | -3 | 8 | -27
CC(Oc1ccc(-c2ccccc2)cc1)C(=O)N/N=C/c1cccnc1 (stereo not drawn) | 1.1 | -3 | 17 | 13 | 18 | -2 | -1 | 3
COCc1nc2ccccc2n1Cc1ccccc1 | 4.3 | -3 | 14 | -14 | -3 | 2 | 11 | -13
COc1ccc(-c2cc3ccc(OCC(=O)NCC4CCC(C(=O)O)CC4)cc3oc2=O)cc1 (stereo not drawn) | 1.3 | -2 | -54 | -3 | -10 | 0 | -34 | -14
COc1cccc(NC(=S)NCCN2CCOCC2)c1 | -0.7 | 6 | -8 | -3 | 18 | 1 | -5 | 9
CN1C(=O)C(O)(CC(=O)c2ccccc2O)c2cc(Br)ccc21 (stereo not drawn) | 0.9 | -13 | -5 | 42 | 3 | 11 | 37 | 3
COc1ccc(CNC(=S)Nc2cc(C)cc(C)c2)cc1 | 2.5 | -3 | 13 | 25 | 15 | 0 | -3 | 2
O=S(=O)(NCc1nnc2c(C(F)(F)F)cc(Cl)cn12)c1ccccc1 | 1.3 | -1 | -5 | 2 | 2 | -1 | 6 | 2
COc1ccccc1/C=C/C(=O)OCC(=O)NCCC1=CCCCC1 | 0.6 | 2 | 7 | -8 | 18 | -5 | 3 | -5
COc1cccc(CNC(=O)N[C@@H](C)C(=O)O)c1 | -0.8 | -4 | 16 | 18 | 1 | 1 | 1 | 3
NS(=O)(=O)c1ccc(CCNC(=S)Nc2ccc(S(N)(=O)=O)cc2)cc1 | 0.2 | 4 | -69 | -21 | 4 | -1 | 3 | 44
CCOC(=O)c1cccc(NC(=O)CCc2c(C)nc3ncnn3c2C)c1 | -1.7 | -2 | 10 | -38 | 19 | 0 | -18 | -10
CCC(=O)Nc1nnc(SCC(=O)c2ccc3c(c2)Cc2ccccc2-3)s1 | -1.8 | -1 | -13 | 55* | 4 | 52* | 1 | 7
CCOc1ccc(S(=O)(=O)n2ccc(C)n2)c2ccccc12 | -0.9 | -1 | -16 | 29 | 34 | 0 | 2 | -2
CN(C)S(=O)(=O)c1ccc(Cl)c(C(=O)NC2CCCCCCC2)c1 | -2.0 | -4 | 3 | 32 | 2 | -4 | -8 | 11
Cc1cc(CSc2ccccc2)ccc1NC(=O)COc1ccccc1C | 1.3 | -2 | -29 | -8 | -4 | -1 | 20 | 11
CC(C)C(C)NC(=O)CSc1ccc(S(=O)(=O)N2CCOCC2)cn1 (stereo not drawn) | 0.2 | -3 | 19 | -14 | -1 | 2 | 12 | -8
CN1C(CC(=O)c2ccccc2)CCCC1CC(O)c1ccccc1 (stereo not drawn) | 1.3 | -5 | 7 | -15 | 9 | 5 | -5 | 8
O=C(c1cnccn1)N1CCN(C/C=C/c2ccccc2)CC1 | -1.6 | -3 | 16 | 17 | 5 | -7 | 2 | -9
Cc1ccccc1OCC(=O)NCC(C)(C)N1CCOCC1 | -2.6 | -4 | 6 | 27 | -15 | -2 | 15 | 11
Cc1ccc(-c2nc(CS(=O)CC(=O)N3CCN(c4ccc(F)cc4)CC3)c(C)o2)cc1 (stereo not drawn) | 1.6 | 5 | -1 | 28 | 10 | -4 | 9 | 22
COc1cc(NC(=O)c2ccccc2-c2ccccc2)cc(OC)c1 | 3.0 | 2 | -27 | -23 | 33 | 0 | 16 | -10
Cc1onc(-c2ccccc2)c1C(=O)N1CCN(C)CC1 | -1.6 | -4 | 12 | 12 | -6 | -2 | 0 | -4
Cc1ccc(N2C(=O)N3[C@H](c4ccc(F)cc4)[C@@H]4C(=O)N(C5CCCCC5)C(=O)[C@@H]4[C@]3(Cc3ccccc3)C2=O)cc1 | 0.8 | 3 | -48 | 61* | 35 | -1 | 16 | -17
Cc1ccc2c(c1)-c1cc(C)nn1C(c1ccc3c(c1)OCO3)N2 (stereo not drawn) | 1.2 | 0 | -52 | -26 | 23 | 4 | -18 | -12

Two compounds picked at random from the list so far, as already listed:
SMILES | UPR CHOP act | APJ ag | 697 NFkB inh | Mdm2-MdmX inh | tim23-1 inh | UPR XBP1 act | APJ antag | Jurkat NFkB inh
NC(=O)CC(NC(=O)c1ccccc1)c1ccc(NC2CCC2)c([N+](=O)[O-])c1 (stereo not drawn) | 0.3 | 6 | -18 | 13 | 2 | -2 | 0 | 12
CN(C)S(=O)(=O)c1ccc(Cl)c(C(=O)NC2CCCCCCC2)c1 | -2.0 | -4 | 3 | 32 | 2 | -4 | -8 | 11

Mdm2-MdmX inh, entries above that show a hit
canonical_smiles	APJ ag	697 NFkB inh	Mdm2-MdmX inh	APJ antag	Jurkat NFkB inh
Cc1ccc(S(=O)(=O)N(C)C[C@H]2Oc3c(NC(=O)Nc4cccc5ccccc45)cccc3C(=O)N([C@@H](C)CO)C[C@@H]2C)cc1	-2	0	60*	4	11
Cc1ccc(NC(=S)N(C)C(c2ccccc2)c2ccccc2)cc1C	0	-3	59*	6	-19
CCC(=O)Nc1nnc(SCC(=O)c2ccc3c(c2)Cc2ccccc2-3)s1	-1	-13	55*	1	7
Cc1ccc(N2C(=O)N3[C@H](c4ccc(F)cc4)[C@@H]4C(=O)N(C5CCCCC5)C(=O)[C@@H]4[C@]3(Cc3ccccc3)C2=O)cc1	3	-48	61*	16	-17

Continued:
SMILES | UPR CHOP act | APJ ag | 697 NFkB inh | Mdm2-MdmX inh | tim23-1 inh | UPR XBP1 act | APJ antag | Jurkat NFkB inh
Cc1cc(CNC(=O)Nc2ccc3c(c2)OCO3)nn1C | 1.1 | -3 | 4 | -2 | 11 | -2 | -6 | -3
Cc1ccc(C(=O)N(Cc2ccc3c(c2)OCO3)Cc2nc3ccccc3c(=O)[nH]2)cc1 | -0.9 | -3 | 1 | 23 | 8 | -1 | 5 | -8
CC(NC(=O)COc1ccc(/C=N/NS(=O)(=O)c2ccccc2)cc1)c1ccccc1 (stereo not drawn) | -0.7 | -1 | -5 | 16 | -12 | 4 | -20 | -5
CC(=O)CCS(=O)(=O)c1ccc(NC(C)=O)cc1 | -2.3 | -4 | 12 | 22 | -5 | -4 | -30 | 11
O=C(Nc1ccccc1Cl)NC1(C(=O)NCc2ccncc2)CCCCC1 | 0.0 | 0 | 7 | 13 | 2 | 4 | -17 | -30
C=CCN1CCc2c(cc(O)c(O)c2Cl)C(c2ccccc2)C1 (stereo not drawn) | -1.6 | 3 | -7 | -33 | 1 | -2 | -12 | -6
Clc1ccc(-c2nc(/C=N/N3CCOCC3)c3ccccn23)cc1 | 1.3 | -5 | -10 | 17 | 18 | 3 | 1 | 1
CCOC(=O)C1=C(N)Oc2c(oc(CO)cc2=O)C1c1ccccc1 (stereo not drawn) | 1.2 | -3 | 18 | 4 | 2 | 0 | 12 | 5
COc1ccc(C2=NN(C(=O)c3ccc(Cl)c([N+](=O)[O-])c3)C(c3ccccc3)C2)cc1 (stereo not drawn) | 3.1 | 0 | -2 | 26 | 21 | 4 | -4 | -6
COc1ccc(CN(C)CCc2ccccn2)c(OC)c1OC | -0.5 | -5 | 4 | 6 | -12 | -1 | 3 | 11
O=C(CSc1ccsc1[N+](=O)[O-])NCc1ccccc1 | 2.3 | -4 | -31 | 10 | 6 | 0 | -16 | -32
C[C@H](CO)N1C[C@H](C)[C@@H](CN(C)S(=O)(=O)c2cccs2)Oc2ccc(NC(=O)Nc3ccc(C(F)(F)F)cc3)cc2C1=O | 2.7 | -1 | 14 | 68* | 14 | -1 | 6 | -3
CCOC(=O)C(C)Oc1cc(Cl)c(C=O)cc1OC (stereo not drawn) | 0.6 | 0 | -3 | 8 | 41 | 1 | -47 | 22
COCc1ccc(C(=O)N2CCCC(N3CCN(c4ccccc4C)CC3)C2)s1 (stereo not drawn) | 2.1 | -5 | 12 | 5 | 4 | 0 | 14 | 20
O=C(O)c1cc(=O)c2ccccc2[nH]1 | 0.0 | -2 | 13 | 27 | 12 | 3 | -32 | 4
O=C(CSc1nc2ccccc2c(=O)n1-c1ccccc1)N1CCCC1 | -0.7 | -3 | 13 | -35 | 31 | 2 | 12 | 5
NC(=O)c1cc(Cl)ccc1OCC(=O)NC1CC1 | 0.6 | -4 | -25 | 28 | -6 | 0 | 22 | 11
CC(=O)Nc1ccc(N2CCN(c3ccc(F)cc3)CC2)cc1 | -1.0 | -2 | 4 | 12 | -5 | -2 | 14 | -15
COc1ccc(OCCCC(=O)Nc2cccc(SC)c2)cc1 | -2.5 | -3 | 25 | -30 | 18 | -2 | 9 | 1
O=C(c1ccc(Br)cc1)c1sc(N2CCOCC2)nc1-c1ccccc1 | 0.8 | -3 | -1 | 24 | -2 | 0 | 20 | -5
CC(NC(=O)c1cccnc1)C(c1cccs1)N1CCOCC1 (stereo not drawn) | -0.4 | 0 | 4 | -4 | 11 | -1 | 5 | 20
O=c1[nH]c(CN2CCN(CCO)CC2)nc2ccccc12 | 0.0 | 0 | 0 | 13 | 16 | -1 | 0 | -2
Cc1cc(Nc2cc(F)ccc2C)n2ncnc2n1 | 1.4 | -2 | 13 | -14 | 7 | 0 | -20 | 8

Bioassay records from PubChem BioAssay.

An unsorted share of the library, and some 5% of all compounds hit somewhere here.
